Screening data from PubChem BioAssay.
CF NFkB inh – inhibitors of cystic fibrosis induced NF-kB; KKLEB NF-kB-GFP reporter, PAF-induced, GFP fluorescence overnight; inhibition, % at 5 µM; actives 0.86% (n = 360,000);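 active means at least 50% inhibition at 5 µM, scaled per plate between neutral and stimulator controls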;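 further: PAF is a Pseudomonas aeruginosa culture filtrate used as stimulus; plate controls were PAF-stimulated DMSO wells for no effect and unstimulated DMSO wells for full effect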
C8 TRAIL sens – caspase-8 TRAIL sensitization; NB7+C8 cells + TRAIL, ATPlite viability luminescence; inhibition (viability loss, TRAIL sensitization), % at 10 µM; actives 1% (n = 360,000);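 active means compounds causing at least 50% loss of cell viability in the single-dose screen, relative to plate controls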
EBV LMP1 NFkB – Epstein-Barr LMP1 NF-kappaB reporter inhibition. inhibition, % at 12.5 µM. LMP1-induced NF-kappaB luciferase reporter cells, luminescence. AID 504558. actives 0.69% (n = 350,000); in the data active means inhibition above about 41%;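 further: 0% = neutral control wells and 100% = reference inhibitor control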
NR5A2 inv ag – suppresses constitutive activity of human LRH-1; actives 0.13% (n = 360,000); HEK293T StAR-luciferase reporter, LRH-1 transfected, 24 h; inhibition, % at 3.6 µM; AID 602396;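 active means inhibition above the mean inhibition of all tested compounds plus 3 SD, cut at about 73% in these data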;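 further: 0% = DMSO wells and 100% = reporter-only cells lacking LRH-1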
NCOA1 inh – inhibitors of human steroid receptor coactivator 1 (SRC1). Q15788. HEK293 GAL4-SRC1 luciferase reporter, luminescence. inhibition, % at 3.6 µM. actives 0.12% (n = 360,000);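 active means inhibition above the campaign mean plus 3 SD, with each screening campaign given its own cutoff, cut at about 60% in these data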;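 further: 0% = DMSO treated cells and 100% = gossypol at 36 µM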
SRC2 inh – inhibits human steroid receptor coactivator 2 | Q15596 | HEK293 GAL4-SRC2 luciferase reporter, luminescence | actives 0.17% (n = 370,000) | inhibition, % at 9 µM;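 active means inhibition above the mean inhibition of all tested compounds plus 3 SD, set per campaign, cut at about 52% in these data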;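 further: 0% = DMSO treated cells and 100% = cells given Gossypol at 36 µM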
TROY signal inh – inhibitors of TROY-dependent NF-kB signaling | Q293 LMP1-TROYcd NF-kB luciferase reporter, 4 h | inhibition, % at 10 µM | actives 0.98% (n = 360,000) | AID 1347056;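 active means compounds whose plate-normalised and pattern-corrected inhibition of the luciferase reporter signal at the single screening dose is 50% or more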
KKLEB tox – reduces viability of KKLEB cystic fibrosis airway cells | KKLEB CF airway cells viability, ATPlite luminescence, overnight; stronger effect = lower value; cells stimulated with P. aeruginosa culture filtrate | activity change (cytotoxicity), % at 5 µM | actives 0.36% (n = 360,000);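 active means corrected activity change at or below -50% at 5 µM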
COUP-TFII inh – NR2F2 (human) inhibition, primary screen; inhibition, % at 8.6 µM; actives 0.7% (n = 370,000); P24468; AID 686940; HEK293T NGFI-A luciferase reporter, luminescence;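 active means inhibition above a per-plate cutoff, mean inhibition of test wells between control levels plus 3 SD, cut at about 38% in these data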;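 further: cells cotransfected with COUP-TFII expression vector driving the NGFI-A reporter; 0% = median of COUP-TF2 test wells and 100% = reporter-only cells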
TWEAK Fn14 block – blocks TWEAK-Fn14 interaction in a reporter cell assay; TWEAK-stimulated Fn14 reporter cells, luciferase luminescence, 8 h; AID 1159606; actives 2% (n = 360,000); inhibition, % at 10 µM; in the data active means inhibition above about 50%
SRC3 inh – human NCOA3 inhibition; actives 0.17% (n = 360,000); Q9Y6Q9; HEK293 GAL4-SRC3 luciferase reporter, luminescence; inhibition, % at 3.6 µM;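 active means inhibition above a per-campaign cutoff, the mean of all compounds plus 3 SD, cut at about 60% in these data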;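 further: 0% = DMSO-treated cells and 100% = gossypol-treated cells at 36 µM; higher means less SRC3-driven luciferase light from the GAL4 reporter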
Target sequence (Q9Y6Q9 whole entry, looked up, the tested form may be a part): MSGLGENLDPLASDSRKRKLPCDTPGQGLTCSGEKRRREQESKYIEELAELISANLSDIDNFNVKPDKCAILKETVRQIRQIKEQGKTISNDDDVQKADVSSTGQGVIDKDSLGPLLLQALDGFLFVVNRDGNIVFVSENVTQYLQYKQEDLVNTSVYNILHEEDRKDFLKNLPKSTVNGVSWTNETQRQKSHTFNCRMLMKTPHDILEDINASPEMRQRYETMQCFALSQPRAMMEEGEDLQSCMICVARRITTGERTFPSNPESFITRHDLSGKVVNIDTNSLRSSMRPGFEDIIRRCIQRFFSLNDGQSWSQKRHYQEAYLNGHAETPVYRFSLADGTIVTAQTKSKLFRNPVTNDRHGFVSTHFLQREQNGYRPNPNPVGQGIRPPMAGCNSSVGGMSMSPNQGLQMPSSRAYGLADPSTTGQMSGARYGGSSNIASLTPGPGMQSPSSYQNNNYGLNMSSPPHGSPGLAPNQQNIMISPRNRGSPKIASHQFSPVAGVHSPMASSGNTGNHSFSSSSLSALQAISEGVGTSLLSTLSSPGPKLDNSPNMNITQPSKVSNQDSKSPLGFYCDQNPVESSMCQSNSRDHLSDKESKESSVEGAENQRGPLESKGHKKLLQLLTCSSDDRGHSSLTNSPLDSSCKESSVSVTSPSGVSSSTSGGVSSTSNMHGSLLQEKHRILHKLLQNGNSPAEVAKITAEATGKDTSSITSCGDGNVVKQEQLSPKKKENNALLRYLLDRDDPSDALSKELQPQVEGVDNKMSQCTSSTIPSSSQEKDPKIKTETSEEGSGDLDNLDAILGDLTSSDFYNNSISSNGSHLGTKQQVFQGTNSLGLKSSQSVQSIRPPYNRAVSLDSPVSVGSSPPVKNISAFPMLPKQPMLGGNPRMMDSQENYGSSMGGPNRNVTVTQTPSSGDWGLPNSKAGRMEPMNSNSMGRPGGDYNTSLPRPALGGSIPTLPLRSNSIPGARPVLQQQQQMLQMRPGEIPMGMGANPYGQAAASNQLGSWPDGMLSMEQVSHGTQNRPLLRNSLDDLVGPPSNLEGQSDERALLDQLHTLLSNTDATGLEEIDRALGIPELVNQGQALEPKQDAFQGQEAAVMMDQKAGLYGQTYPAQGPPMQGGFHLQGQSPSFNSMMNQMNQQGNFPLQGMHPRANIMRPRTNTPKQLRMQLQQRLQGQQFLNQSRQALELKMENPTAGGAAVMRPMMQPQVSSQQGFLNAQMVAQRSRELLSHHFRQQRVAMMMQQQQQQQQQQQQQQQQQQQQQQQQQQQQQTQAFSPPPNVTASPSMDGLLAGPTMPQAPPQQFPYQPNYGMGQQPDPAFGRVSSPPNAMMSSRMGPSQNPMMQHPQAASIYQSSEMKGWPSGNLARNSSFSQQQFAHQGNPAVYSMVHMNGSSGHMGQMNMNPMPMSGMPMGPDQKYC
Active calls of the source: *; . = no result given.

SMILES	CF NFkB inh	C8 TRAIL sens	EBV LMP1 NFkB	NR5A2 inv ag	NCOA1 inh	SRC2 inh	TROY signal inh	KKLEB tox	COUP-TFII inh	TWEAK Fn14 block	SRC3 inh
CCOc1ccc(NC(=O)CN(C)C(=O)C2COc3ccccc3O2)cc1OCC (stereo not drawn)	12	-8	7	5	4	-6	3	-10	2	-9	-10
CCC(=O)NC(=S)Nc1ccccc1C(=O)NC1CCCCC1	-5	7	3	-3	9	-2	-16	10	-6	-25	0
O=S(=O)(NC1c2cccc3cccc(c23)C1N1CCNCC1)c1ccc(Cl)cc1 (stereo not drawn)	24	12	-16	-4	-16	4	-13	-19	-9	-46	5
O=C(CC(c1ccco1)C1CCCCC1=O)c1ccccc1 (stereo not drawn)	5	6	-20	-3	0	-19	-19	-19	4	3	-3
CN(CC(=O)N1CCN(Cc2ccccc2)CC1)S(=O)(=O)c1ccc(Br)cc1	-33	2	-3	11	7	8	6	-6	11	1	3
O=C(CCn1cccc1)Nc1ccc(OC(F)(F)F)cc1	13	4	5	13	-3	-27	-15	-9	-8	-19	1
O=C(OCc1ccccc1)N1CCC2CC1c1ccc(/C=C/CCCCl)cc12 (stereo not drawn)	16	21	.	-29	-28	-14	-21	-18	-9	-12	-34
COC(=O)c1cccc(NC(=O)CSc2nc(O)c(-c3ccccc3)c(=O)[nH]2)c1	1	4	-11	-10	-8	-11	15	-2	-4	2	16
CC(=O)c1c(C)[nH]c(C(=O)OCC(=O)N2CCCC2=O)c1C	-2	-10	3	-18	-3	-12	-41	-2	-4	-6	-1
Cc1cc(C)c2c(=O)n(CC(=O)NCCCN3CCOCC3)sc2n1	3	-7	-5	-9	3	.	-3	10	.	-14	-2
COc1ccc(OCC(=O)NNC(=O)C(=O)Nc2ccc(C)cc2)cc1	9	2	-9	-2	-15	-44	-42	-19	-6	-22	-1
CCOc1ccccc1NC(=O)N1CCC(NC(=O)C2CCCCC2)CC1	8	7	1	25	3	-3	18	-8	-4	-10	-5
CCOC(=O)C1(CCCc2ccccc2)CCN(C(=O)CCc2cnn(C)c2)CC1	6	6	-25	-39	7	-8	-9	-29	16	-10	-1
CC(C)CC(CO)N1CCN(C(=O)c2cccc(C(F)(F)F)c2)CCC1=O (stereo not drawn)	10	-3	5	12	3	11	-12	-11	-21	-16	1
Cc1ccc(S(=O)(=O)NC(=O)c2ccc(Br)o2)c(C)c1	4	-10	2	8	-8	-18	-1	-1	-1	7	10
Cc1cc(C(F)(F)F)nn1Cc1n[nH]c(=S)n1-c1cccc(Cl)c1	0	-7	-2	12	1	-25	-3	-18	-3	11	-6
CC(=O)N1CCC(C(=O)Nc2ccc(S(=O)(=O)N3CCCCC3)cc2)CC1	-9	-6	34	-7	9	4	-9	10	10	9	9
Cc1ccc(NC(=S)N2CCN(c3nccc(C(F)(F)F)n3)CC2)c(C)c1	-6	-3	-4	-14	-17	11	-5	3	6	7	27
CCn1cc(C(=O)NCCc2ccccc2)c(=O)c2cc(S(=O)(=O)N(C)C)ccc21	19	-9	4	10	4	-14	-1	-8	-8	-5	-1
CC1(Cc2ccccc2OC(F)(F)F)C(=O)Nc2ccc(S(=O)(=O)NC3CCCCC3)cc21 (stereo not drawn)	21	5	.	10	12	4	12	-5	13	19	-3
Cc1nnc(OC(C)C)c2nn(-c3ccccc3F)c(C)c12	2	3	-4	16	-10	5	11	-5	7	-6	20
Cc1ccc(NCc2nnc(SCC(N)=O)n2CC2CCCO2)c(C)c1 (stereo not drawn)	1	-18	-3	7	-6	-8	13	-5	-2	6	-8
O=C(Nc1nccs1)c1cc2c(s1)-c1ccccc1OC2	-10	17	-22	-154	-105	-78	-6	21	-42	28	-119
CCOC(=O)NC(=O)CN1C(=O)NC2(CCc3ccccc32)C1=O (stereo not drawn)	6	1	-10	-3	-14	-4	-2	9	2	3	-9
Cc1cc(C)cc(N(CCC#N)C(=O)CSc2ncnc3sccc23)c1	2	-1	-5	-14	2	-2	4	-7	5	-12	-14
CCOC(=O)C1(Cc2cccc(OC)c2)CCCN(C(=O)CCN2CCCO2)C1 (stereo not drawn)	-3	-9	-32	-70	-78	-63	-37	-15	-39	-14	-54
O=C(CCCCCN1C(=O)c2cccc3cccc(c23)C1=O)NCc1ccco1	18	-3	.	-13	-16	11	-17	-18	15	-30	21
Cc1nc(-c2ccccc2)sc1-c1n[nH]c(=S)n1C	-3	0	-12	15	0	-12	-12	1	-4	-12	-15
CCn1c(SCC(=O)NCC(=O)Nc2ccc(F)cc2)nnc1-c1ccncc1	-4	1	4	0	-27	6	11	-3	13	9	-16
CCCCNS(=O)(=O)c1ccc(OC)cc1	5	3	2	0	-19	13	2	-2	13	-17	-8
O=C1CC(c2ccccc2)CN1C(=O)c1cccc([N+](=O)[O-])c1 (stereo not drawn)	8	-6	-1	12	-6	4	7	2	21	17	5
CCC[C@@H](OS(N)(=O)=O)[C@@H](Cc1ccccc1)C(=O)OCC	13	-2	4	-10	-11	-9	-21	4	-3	-10	0
COc1cc(C2NC(=O)NC(c3ccccc3)=C2C(C)=O)c(Cl)cc1OCC(=O)O (stereo not drawn)	6	-2	-5	9	-16	-1	8	2	26	8	-14
CC(=O)N1CCc2c(sc(NC(=O)c3cccc(N4C(=O)CCC4=O)c3)c2C(N)=O)C1	-9	-6	3	7	-13	-10	14	3	12	0	0
CCc1nc2ccccc2c(C(=O)OCCN2C(=O)c3ccccc3C2=O)c1C	20	-2	5	-8	-9	1	-1	-26	9	18	-7
CC(=O)N1CCN(Cc2nc3cc(NS(C)(=O)=O)ccc3n2C)CC1	11	-40	-4	-5	7	16	-4	-10	-4	-16	0
CS(=O)(=O)N1CCCC(C(=O)NCc2ccccc2Cl)C1 (stereo not drawn)	-10	-1	3	-6	-2	6	-8	-3	-17	-20	13
COc1ccc(C(=O)Nc2ccc(F)cc2F)cc1	-13	-2	-6	-139	-105	-45	-42	10	-30	2	-85
CC(=O)NC(CC(=O)O)c1ccccc1 (stereo not drawn)	-14	-5	-5	-15	4	-10	-4	0	-13	5	7
CCN1CCN(C(=O)CCNC(=O)Cn2cnc3ccccc3c2=O)CC1	-18	1	-1	1	-25	-4	0	8	-10	12	-8

Looked up by structure from the entries so far:
SMILES	CF NFkB inh	C8 TRAIL sens	EBV LMP1 NFkB	NR5A2 inv ag	NCOA1 inh	SRC2 inh	TROY signal inh	KKLEB tox	COUP-TFII inh	TWEAK Fn14 block	SRC3 inh
CCC[C@@H](OS(N)(=O)=O)[C@@H](Cc1ccccc1)C(=O)OCC	13	-2	4	-10	-11	-9	-21	4	-3	-10	0
O=C(CC(c1ccco1)C1CCCCC1=O)c1ccccc1 (stereo not drawn)	5	6	-20	-3	0	-19	-19	-19	4	3	-3
CCOc1ccccc1NC(=O)N1CCC(NC(=O)C2CCCCC2)CC1	8	7	1	25	3	-3	18	-8	-4	-10	-5

Next part.
SMILES	CF NFkB inh	C8 TRAIL sens	EBV LMP1 NFkB	NR5A2 inv ag	NCOA1 inh	SRC2 inh	TROY signal inh	KKLEB tox	COUP-TFII inh	TWEAK Fn14 block	SRC3 inh
Cc1ccc(OCC(=O)N2CCc3ccccc3C2)c([N+](=O)[O-])n1	13	-8	0	-11	-6	-12	-16	7	7	-3	20
O=C(Nc1nnc(-c2ccccc2F)s1)c1ccccc1F	-14	-1	-4	-46	-58	-43	-13	14	-5	-4	-88
CCCCCn1c(=O)c2ccccc2n2c(CCl)nnc12	1	7	-1	15	-48	12	8	4	-2	11	-5
CC1(C(=O)Nc2cccc(Oc3ccccc3)c2)CCN1C1Cc2ccccc2C1 (stereo not drawn)	-38	17	.	14	-9	17	11	8	-2	-20	-35
Cc1nn(CCC(N)=O)c2nc(-c3cccs3)cc(C(F)(F)F)c12	-17	2	-6	10	-2	11	8	-3	-9	-30	25
CCOc1ccc(S(=O)(=O)N/N=C2/CCCC(=O)C2)cc1	-4	-13	-9	-6	6	5	16	0	-5	3	3
O=C1COc2ccc(C(=O)COC(=O)c3ncc(Cl)c(Cl)c3Cl)cc2N1	11	-12	-1	5	5	8	21	-4	-6	7	1
C[C@@H]1CN([C@H](C)CO)C(=O)CCCn2nncc2CO[C@@H]1CN(C)S(=O)(=O)c1ccc2ccccc2c1	16	4	1	-3	-23	11	-1	-5	3	15	16
COC(=O)C1CCN(C(=O)CSc2nc3ccc(OC)cc3[nH]2)CC1	3	-11	8	-2	8	-26	1	4	-2	-8	-5
CCOC(=O)C1=CN2CCCC[C@@H]2CC1=O	3	8	0	-8	6	-14	1	2	-9	8	12
CCCS(=O)(=O)NC(=O)C1(C)CCN(C(=O)c2cc(F)cc(F)c2)C1 (stereo not drawn)	-4	-7	.	16	-25	-4	4	4	1	-26	16
Cc1nc(-n2nnc3cc(C)c(C)cc32)c2c3c(sc2n1)CCCC3	-10	-6	0	5	-19	-27	8	5	4	9	-34
CC1CCCCC1NC(=O)CN1CCC(NC(=O)c2ccc([N+](=O)[O-])cc2)CC1 (stereo not drawn)	-3	-4	1	-8	-10	-13	6	1	-6	-5	-12
CC(Oc1ccc(F)cc1)C(O)CCN(C)C (stereo not drawn)	-3	-2	-7	4	4	3	0	3	18	-6	12
O=C(OCC(=O)N1CCN(c2ccccc2)CC1)c1nc(Cl)ccc1Cl	12	-3	5	3	3	4	-18	-1	8	-12	-24
COc1cc(/C=C/C(=O)N2CCc3ccccc3C2)cc(OC)c1OC	-15	-2	-1	-12	-28	0	24	2	-53	-6	-20
CCOC(=O)CSC1=C(C#N)C(c2ccc(Cl)cc2)C(C(=O)OC)C(=O)N1 (stereo not drawn)	2	18	13	19	-3	1	-18	6	10	3	-3
Cc1c(-c2ccccc2)nc(N)c(C#N)c1-c1cccs1	18	0	-2	-34	5	3	-8	7	9	23	2
Cc1ccc(N2C(=O)[C@@H]3C(c4ccc(F)cc4)=NO[C@@H]3C2=O)cc1	1	15	-9	15	-26	14	-6	2	-2	1	-13
Cc1ccc(NC(=O)COC(=O)c2c[nH]c3ccccc23)cc1C	5	-9	-1	3	-23	-7	-19	0	-22	-1	20
CCOC(=O)C1=C(C)N=C(/N=C/N(C)C)SC1c1ccccc1 (stereo not drawn)	12	13	2	7	-10	-4	11	-12	14	3	-1
NS(=O)(=O)c1ccc(CNS(=O)(=O)c2ccc3ccccc3c2)cc1	6	-11	5	11	1	-11	7	-15	-5	-3	3
COc1ccc(NC(=O)c2cc3ccccc3oc2=O)c(OC)c1	-14	17	-29	-43	-63	-98	-5	3	-49	-14	-47
CCn1nc(C(=O)Nc2nc3ccccc3[nH]2)c2ccccc2c1=O	-25	-7	5	27	-3	0	-8	10	4	4	16
O=C(CN1C(=O)c2ccc([N+](=O)[O-])cc2C1=O)Nc1ccccc1N1CCCC1	7	0	-6	-3	7	3	-2	-4	13	-8	-50
O=C(NC1=NCCS1)c1cccc(S(=O)(=O)N2CCOCC2)c1	-29	-17	0	-10	-3	-2	-14	3	1	9	10
O=C(CCc1ccccc1)N1CCCC1	10	-5	0	-7	-45	-4	18	-16	6	7	-14
Cc1cc(C(=O)N2CCN(CCc3ccccc3)CC2)no1	-3	-5	-6	-13	-4	3	8	-2	7	2	-8
